# Vif inh – blocks HIV Vif function. HEK293T cells, Vif self-association by quenched fluorescence, imaging, 24 h. inhibition, % at 7.49 µM. actives 0.35% (n = 340,000); in the data active = inhibition above about 50%, passing the limit was not always enough; inconclusive = no clear call, values can overlap the other calls; inactive = below about 31%; note: some results filed as inactive read as strong as hits
# TRPM1 prom inh – inhibitors of MITF-driven TRPM1 promoter in melanoma cells; actives 0.83% (n = 330,000); inhibition, % at 12.5 µM; SK-MEL-5 TRPM1 promoter luciferase, 24 h; AID 488899;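 active = mean inhibition across replicates of 60% or more, whatever share of single replicates reaches that level; inconclusive = some that reach 60%, reason not given; inactive = mean inhibition across replicates below 60%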; note: values of inactives mirror those of a sister screen read the other way
# aDG glyco up – alpha-DG glycosylation activation | Pro5-aDG cells, alpha-DG glycosylation AlphaScreen (IIH6); 0% Pro5, 100% B10-LARGE cell signal | activation, % at 10 µM | actives 0.22% (n = 360,000) | AID 624168;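 active = activation of at least 8% versus controls, or a plate z-score of at least 8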;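 note: Pro5 are CHO cells carrying HIG-tagged alpha-DG that lacks glycosylation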
# NR2E3 ag-1 – activates human NR2E3 receptor | Q9Y5X4 | CHO-S Gal4-NCOR/VP16-NR2E3 two-hybrid, luciferase | inhibition of corepressor binding, % at 3.98 µM | AID 602229 | actives 0.35% (n = 360,000);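 active = inhibition above the mean of all tested compounds plus 3 SD, cut at about 70% in these data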;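 note: 0% = DMSO with NR2E3 transfected cells and 100% = cells lacking NR2E3 construct; higher means lower luciferase signal from less NR2E3 corepressor binding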
# Target sequence (Q9Y5X4 whole entry, looked up, the tested form may be a part): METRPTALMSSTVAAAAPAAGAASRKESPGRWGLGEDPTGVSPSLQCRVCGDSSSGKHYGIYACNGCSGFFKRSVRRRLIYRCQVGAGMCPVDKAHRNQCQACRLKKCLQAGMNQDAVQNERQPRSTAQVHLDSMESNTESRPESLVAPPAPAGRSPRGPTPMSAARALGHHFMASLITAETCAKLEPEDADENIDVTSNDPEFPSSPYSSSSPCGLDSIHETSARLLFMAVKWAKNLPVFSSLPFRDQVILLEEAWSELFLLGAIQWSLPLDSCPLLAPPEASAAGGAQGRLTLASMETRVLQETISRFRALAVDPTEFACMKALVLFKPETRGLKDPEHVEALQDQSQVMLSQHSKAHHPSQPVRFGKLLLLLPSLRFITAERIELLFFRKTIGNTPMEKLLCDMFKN
# Exocytosis inh – lytic granule exocytosis inhibition; TALL-104 LAMP-1 surface exposure, flow cytometry; cells stimulated with thapsigargin and PMA; inhibition, % at 10 µM; actives 0.66% (n = 360,000);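 active = inhibition above about 55%, limit read from the data; inconclusive = no clear call, values can overlap the other calls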
# PDI inh – PDI (human) enzyme inhibition | inhibition, % at 10 µM | actives 0.052% (n = 350,000) | P07237 | PDI insulin aggregation turbidity, A650, 90 min;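 active = mean inhibition across replicates of 30% or more, whatever share of single replicates reach that level; inconclusive = mean inhibition below 30% while every single replicate reaches 30%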;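 note: absorbance from insulin aggregation driven by PDI reduction with DTT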
# Target sequence (P07237 whole entry, looked up): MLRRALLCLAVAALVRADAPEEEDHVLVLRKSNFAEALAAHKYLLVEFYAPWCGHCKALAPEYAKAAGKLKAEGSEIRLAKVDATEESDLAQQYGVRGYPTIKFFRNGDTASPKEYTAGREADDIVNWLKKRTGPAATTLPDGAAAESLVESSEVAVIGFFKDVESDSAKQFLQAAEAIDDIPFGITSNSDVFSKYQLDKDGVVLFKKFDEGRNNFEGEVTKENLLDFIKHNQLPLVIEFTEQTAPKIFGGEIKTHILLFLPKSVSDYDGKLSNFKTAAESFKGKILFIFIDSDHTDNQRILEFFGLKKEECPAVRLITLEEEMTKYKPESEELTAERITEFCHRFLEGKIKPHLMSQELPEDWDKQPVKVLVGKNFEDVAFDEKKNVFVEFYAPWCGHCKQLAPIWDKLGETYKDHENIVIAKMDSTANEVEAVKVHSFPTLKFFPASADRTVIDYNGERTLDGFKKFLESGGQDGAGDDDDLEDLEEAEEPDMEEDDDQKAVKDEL
# HIF-2a inh – inhibitors of HIF-2a; AID 624352; 786-0 RCC cells HIF-2a reporter, luciferase luminescence, overnight; inhibition, % at 18.8 µM; actives 0.72% (n = 360,000);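 active = inhibition of the luminescence signal of 40% or more relative to plate controls, in a single-dose primary screen at 18.75 µM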
# Peg3 promoter – reduces Peg3 promoter-driven luciferase expression in HeLa; HeLa PEG-Prom luciferase reporter, luminescence, overnight; inhibition, % at 20 µM; actives 1.7% (n = 360,000); AID 588405;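 active = inhibition of at least 50% at 20 µM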
# CaV13 ICDI inh – Primary screen for inhibitors of IQ motif and Ca2+-dependent inactivation inhibitor domain binding in CACNA1D, Förster resonance energy transfer in living cells, …; HEK cells, CFP/YFP FRET ICDI-IQ, plate reader, 10 min; percent FRET-ratio fall versus neutral wells; inhibition, % at 12.3 µM; actives 0.098% (n = 340,000);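 active = mean replicate inhibition of at least 30% and at least 1% of replicates passing that level; inconclusive = only one of the two criteria is met; inactive = neither criterion is met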;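 note: 0% = median of the neutral control wells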
# hiPSC survival – enhancers of human iPSC single-cell survival; hiPSC single-cell survival, ATPlite luminescence; 100% = ROCK inhibitor wells, 0% = DMSO; survival enhancement, % at 20 µM; actives 0.044% (n = 360,000); in the data active = survival enhancement above about 18%;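 note: cells exposed to compounds for 16 hours before the ATP read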
# NR2E3 ag-2 – agonists of human nuclear receptor NR2E3; Q9Y5X4; GST-NR2E3/biotin-RetCOR TR-FRET, 1536-well; inhibition of corepressor binding, % at 4.78 µM; actives 0.12% (n = 320,000); AID 2300;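 active = percent inhibition above the cutoff of mean plus 3 SD of all tested compounds, set per screening campaign, cut at about 20% in these data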;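 note: 0% = DMSO wells and 100% = biotin wells as full block of FRET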
#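 Material: NR2E3–RetCOR corepressor complex / Amount: 1.35 nM GST-NR2E3 / Medium: Tris pH 7.5 / Compound: single nominal compound dose of 4.8 µM / Incubation: 5 h at 4 °C / Technique: TR-FRET, Eu(K)-anti-GST donor, streptavidin-D2 acceptor, ex 340, em 617/671 nm / Read-out basis: percent loss of FRET ratio relative to control wells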
# * = called active by the depositor; ? = inconclusive; nt = no result given. Rows were taken by chance; about 3.5% have a hit in one of these screens.
SMILES,Vif inh,TRPM1 prom inh,aDG glyco up,NR2E3 ag-1,Exocytosis inh,PDI inh,HIF-2a inh,Peg3 promoter,CaV13 ICDI inh,hiPSC survival,NR2E3 ag-2
C#Cc1ccc(C(=O)Nc2cc(C(N)=O)ccc2N2CCOCC2)cc1,6,14,-0.3,7,-1,0,14,6,-5,8.4,0
C/C(=N\NC(=O)C(=O)Nc1c(C)n(C)n(-c2ccccc2)c1=O)c1ccncc1,3,7,-0.2,-31,-4,0,15,6,-5,1.4,1
COc1ccc(Nc2c3c(nc4ccccc24)CCCC3)cc1OC,2,10,0.8,-7,3,-11,22,5,-19,-0.9,0
CCN(CC(=O)Nc1c(F)cccc1F)C(=O)CCC(=O)c1ccc(F)cc1,-8,5,-0.1,-3,19,-4,8,13,-4,-0.5,1
CN(Cc1ccc(Cl)cc1)C(c1cc2ccccc2o1)c1nnnn1C(C)(C)C (stereo unspecified),nt,nt,0.2,-18,1,nt,0,nt,-6,-0.5,nt
CCc1nc2ccccc2c(C(=O)OCC(=O)NCc2ccc3c(c2)OCO3)c1C,0,-9,0.0,-6,0,2,14,3,-4,-1.0,1
COc1ccc(C2/C(=C(/O)c3ccccc3)C(=O)C(=O)N2c2ccccn2)cc1OC (stereo unspecified),-3,-3,-0.2,-5,2,12,0,6,-6,-1.0,3
O=C(CN(Cc1ccccc1)C(=O)CCC(=O)Nc1ccccn1)NCc1ccc(F)cc1,13,1,-0.1,-5,-5,10,5,22,-7,0.0,-1
COc1ccc(N(CN2C(=O)c3ccccc3C2=O)C(=O)C(C)C)cc1,5,5,0.0,-26,-1,4,8,12,-4,0.6,-1
CN(C)c1ccc(NC(=S)c2ccc3ccccc3n2)cc1,-2,-17,-0.2,-61,-2,10,-112,-259,-8,-0.3,-2
CCOC(=O)N1CCC(NC(=O)C2CCN(Cc3nc(-c4ccc(CC)cc4)oc3C)CC2)CC1,5,15,0.4,-3,2,nt,-12,6,-3,3.4,nt
O=C(COC(=O)CNC(=O)C1CCCCC1)Nc1ccc(F)c([N+](=O)[O-])c1,1,4,-0.1,-4,0,-5,5,4,-6,-0.1,nt

# Structural class, those above containing an aryl methoxy group.
SMILES,Vif inh,TRPM1 prom inh,aDG glyco up,NR2E3 ag-1,Exocytosis inh,PDI inh,HIF-2a inh,Peg3 promoter,CaV13 ICDI inh,hiPSC survival,NR2E3 ag-2
COc1ccc(Nc2c3c(nc4ccccc24)CCCC3)cc1OC,2,10,0.8,-7,3,-11,22,5,-19,-0.9,0
COc1ccc(C2/C(=C(/O)c3ccccc3)C(=O)C(=O)N2c2ccccn2)cc1OC (stereo unspecified),-3,-3,-0.2,-5,2,12,0,6,-6,-1.0,3
COc1ccc(N(CN2C(=O)c3ccccc3C2=O)C(=O)C(C)C)cc1,5,5,0.0,-26,-1,4,8,12,-4,0.6,-1

# New compounds follow
SMILES,Vif inh,TRPM1 prom inh,aDG glyco up,NR2E3 ag-1,Exocytosis inh,PDI inh,HIF-2a inh,Peg3 promoter,CaV13 ICDI inh,hiPSC survival,NR2E3 ag-2
C=CCNC(=O)C1=NN(c2c(F)c(F)cc(F)c2F)C(=O)CC1,-10,7,0.0,-1,-4,-2,8,1,-4,0.2,0
Cc1cc(C)cc(OCc2ccc(C(=O)O)o2)c1,11,-8,0.1,-59,-4,11,-23,-27,-3,1.8,-1
O=C(NC1CCCCCCC1)NC1CCCCC1,4,-87,-0.1,-81,-2,-1,-180,-193,-3,2.5,3
O=C1C(=O)N(CC2CCCO2)C(c2ccccc2[N+](=O)[O-])/C1=C(/O)c1ccccc1 (stereo unspecified),-4,2,0.1,-16,-3,3,-71,-61,9,0.4,7
Cc1cc(C)nc(SC2CCCCC2NS(=O)(=O)c2ccc(Cl)cc2)n1 (stereo unspecified),-7,19,0.0,-3,-3,-5,13,16,-4,-1.2,0
O=C(CSc1nnnn1-c1ccccc1)Nc1ncc(Cc2cccc(Cl)c2Cl)s1,0,-3,-0.2,8,6,4,2,15,-3,2.0,-3
CCOC(=O)C1C(=O)NC(c2ccccc2)=NC1c1ccc(F)cc1 (stereo unspecified),-6,7,0.2,-7,1,-18,15,18,nt,-2.9,-1
Cc1ccc(Nc2nc(CSc3nnnn3-c3ccccc3)cc(=O)[nH]2)cc1,-11,7,0.1,13,-1,-3,27,24,-4,3.1,-3
CCN(C(=O)COC(=O)CCCc1nc2ccccc2s1)c1c(N)n(Cc2ccccc2)c(=O)[nH]c1=O,5,11,0.0,-1,0,11,14,1,-6,0.7,nt
COc1ccccc1NC(=O)CN1CCN(CC(=O)Nc2ccccc2Cl)CC1,1,10,0.2,-17,-9,-6,16,11,-19,0.5,-2
CCN(CC)c1nc2ccccc2n2cnnc12,-2,1,-0.3,-2,2,0,18,4,-5,-0.2,1
COC(=O)Cn1c(CCS(=O)(=O)c2ccc(Cl)cc2)nc2ccccc21,-5,-4,0.0,-11,-1,2,13,-13,0,2.8,2
CCc1nc2c(OCC3CCCCC3)cccn2c1N(C=O)Cc1ccc(OC)cc1,-2,nt,0.3,31,-2,-7,14,20,-5,3.3,nt
C[C@H](O)[C@@H]1CN2CCc3c([nH]c4ccc(-c5ccc6c(c5)OCO6)cc34)[C@@H]2C[C@@H]1N(C)C(=O)Nc1cc(Cl)cc(Cl)c1,0,nt,0.3,-4,-1,15,9,67*,-7,-1.4,nt
Cc1ccc(C(=O)/C=C/c2cn(CN3CCN(C)CC3)c3ccccc23)cc1,-4,-75,0.0,-90,2,6,-472,-197,-5,-0.3,-4
COc1cc(NC(=O)CCc2nnc3ccc(N4CCCC4)nn23)cc(OC)c1OC,-6,15,-0.2,0,-1,-9,-2,-6,-7,0.1,0
CCN(CC)C(=O)OCc1c(-c2ccccc2)ncc2ccccc12,nt,-100,0.5,-15,-3,-2,-198,-149,-5,-1.3,-1
COc1ccccc1N1CCN(C(=O)C(C)N(c2ccccc2)S(C)(=O)=O)CC1 (stereo unspecified),8,5,0.0,-3,0,1,10,6,-4,-0.4,-2
O=C(CSc1nc2ccccc2nc1N1CCCC1)Nc1ccc(F)cc1,-4,nt,0.0,-23,-6,nt,-13,0,-3,-2.4,5
COc1cc(C(=O)N2CCN(C/C=C/c3ccccc3)CC2)cc(OC)c1OC,?,1,-0.1,-22,-1,?,4,2,-5,-1.8,0
COCCn1ccc2c(OCC(=O)NCc3ccccc3)cccc2c1=O,-8,2,0.0,19,-2,-6,3,-1,-6,-0.4,0
COc1ccc(CNCc2cc(OC)ccc2OC)cc1,15,-7,0.2,-10,-1,-5,20,-5,-1,-0.6,0
CCNC(=S)N(CCc1c(C)[nH]c2ccc(Cl)cc12)Cc1ccco1,-30,27,0.7,12,8,2,25,31,-4,-0.3,0
CC(C)(C)OC(=O)CNC(=O)c1[nH]cnc1C(=O)NC(c1ccccc1)c1ccccc1,0,2,-0.1,6,-11,1,-3,48,-3,-0.9,-1
CCOC(=O)c1nnn(-c2ccc([N+](=O)[O-])cc2[N+](=O)[O-])c1C,0,77*,4.9,-27,2,-7,-1,11,-5,-4.7,0
CSCCC(NS(=O)(=O)c1ccc(Cl)cc1)C(=O)OCC(=O)NC1CCCCC1 (stereo unspecified),7,0,0.0,-13,-1,-6,18,12,nt,2.6,0
c1ccc(-n2ncc3c(NC4CCCCCC4)ncnc32)cc1,-19,nt,-0.1,-117,-9,27,-218,-235,-7,-1.9,4
Cc1ccc(SCCC(=O)Nc2c(C)n(C)n(-c3ccccc3)c2=O)cc1,-1,5,0.1,-15,0,2,22,12,-3,-2.4,2
COc1cc(/C=C2/C(=O)NN(c3ccc(C)c(Cl)c3)C2=O)cc([N+](=O)[O-])c1O,-3,19,-0.1,-35,5,6,7,-12,-5,-0.7,nt
Cc1ccc(Cl)cc1NS(=O)(=O)c1ccc2oc(=O)ccc2c1,-7,nt,0.3,-19,9,-3,9,1,-2,0.0,-2
CCNC(=O)COc1cccc2ccccc12,-1,0,0.0,8,-2,-3,2,6,-6,-0.7,0
Cc1ccc(N2CC(C(=O)OCC(=O)Nc3ccccc3F)CC2=O)cc1 (stereo unspecified),3,-1,1.3,18,-3,-4,11,7,0,0.4,6
S=C(NCC1CCCO1)N1CCN(c2ccccc2)CC1 (stereo unspecified),3,11,-0.2,-15,-2,-4,-11,2,-11,-2.3,5
O=C(NCc1ccccc1)C(c1ccco1)N(C(=O)c1csnn1)c1ccccc1F (stereo unspecified),-3,-10,-0.1,2,-3,-7,6,5,-4,-0.5,5
O=C(O)CCCCCNC(=O)C(=O)C1C(=O)Nc2ccccc21 (stereo unspecified),0,15,-0.1,-10,-3,7,23,5,-5,1.9,1
COc1ccccc1C(=O)CC(=O)C(=O)Nc1cccc([N+](=O)[O-])c1C,-4,13,-0.2,-11,4,-4,8,11,-19,0.0,1
CSc1ccccc1OCc1cc(C(=O)NCC(C)(C)N2CCOCC2)no1,-9,-3,-0.1,0,1,-6,-14,-7,nt,-0.5,1
COc1ccc(C(=O)N2CCC(C(=O)N3CCN(Cc4ccccc4)CC3)CC2)cc1,nt,-6,-0.2,-9,10,5,-3,10,-2,0.1,4
COc1ccc(O)cc1,-15,4,0.3,17,1,nt,1,-3,nt,3.1,nt
Cc1ccc(S(=O)(=O)Nc2ccc3c(c2)CC(=O)N([C@H](C)CO)C[C@H](C)[C@H](CN(C)Cc2ccc4c(c2)OCO4)O3)cc1,-17,-1,0.2,-18,-3,3,13,13,-10,-1.5,nt
Cc1ccccc1NCC(=O)c1ccc(Br)cc1,nt,-4,0.1,-22,-1,-9,-3,-3,-7,-0.2,1
COC(=O)C1=C(C)NC(=O)NC1c1cccc(OC)c1OCc1ccccc1 (stereo unspecified),nt,2,0.4,-45,2,21,12,8,-1,1.6,2
Cc1cc(C)c(C)c(OCc2nc(-c3cccnc3)no2)c1,11,2,0.3,-13,0,9,-19,-36,-6,-2.6,-2
CN(CC(=O)Nc1cccc2c1CCCC2)S(=O)(=O)c1ccc(Br)cc1,-3,1,0.2,-16,1,-1,-6,12,-5,0.1,4
O=C(NC1CCCCCC1)c1cc2n(n1)C(C(F)(F)F)CC(c1ccco1)N2 (stereo unspecified),-9,16,0.2,-14,-5,-3,-14,-11,nt,1.4,1
N#CC1=C(S)N(c2ccccc2)C2(CCCCC2)NC1=O,-2,-9,-0.1,-7,21,-6,15,15,-5,0.5,0
CC(C)(C)c1cc(CCC(=O)NNC(=S)NC(=O)c2ccccc2)cc(C(C)(C)C)c1O,4,38,2.1,5,-2,-4,22,33,nt,6.1,-1

# Compound activity from PubChem BioAssay.
